PPARg SRC-3 ag = promotes SRC-3 coactivator recruitment by human PPARgamma; P37231; biochemical PPARgamma/SRC-3 coactivator recruitment assay; activation, % at 8 µM; actives 0.26% (n = 200,000); AID 731; in the data active = activation above about 23%;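 also: 0% = DMSO and 100% = reference agonist; some compounds past the cut are filed as inactive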
Target sequence (P37231 whole entry, looked up): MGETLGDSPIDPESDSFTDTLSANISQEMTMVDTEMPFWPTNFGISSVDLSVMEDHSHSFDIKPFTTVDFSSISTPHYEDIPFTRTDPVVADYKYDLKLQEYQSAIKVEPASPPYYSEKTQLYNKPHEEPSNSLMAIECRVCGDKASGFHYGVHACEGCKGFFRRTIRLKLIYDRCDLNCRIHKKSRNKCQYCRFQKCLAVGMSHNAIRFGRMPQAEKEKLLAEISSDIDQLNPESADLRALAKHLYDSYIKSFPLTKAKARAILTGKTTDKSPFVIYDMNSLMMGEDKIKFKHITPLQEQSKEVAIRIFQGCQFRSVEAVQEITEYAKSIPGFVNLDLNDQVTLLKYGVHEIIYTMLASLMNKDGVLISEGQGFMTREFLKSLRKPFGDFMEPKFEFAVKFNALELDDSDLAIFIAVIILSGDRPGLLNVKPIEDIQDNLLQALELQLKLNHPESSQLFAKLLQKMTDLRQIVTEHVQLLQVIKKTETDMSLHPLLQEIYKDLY
PPARg SRC1 recr = promotes SRC-1 coactivator recruitment by human PPARgamma; activation, % at 8 µM; P37231; actives 0.41% (n = 200,000); PPARgamma-SRC-1 coactivator recruitment biochemical assay; AID 631; in the data active = activation above about 19%;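 also: 0% = DMSO and 100% = reference agonist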
STAT3 inh = inhibitors of IL-6 induced STAT3 signaling. inhibition, % at 5.5 µM. actives 0.89% (n = 190,000). U3A cells, IL-6 STAT3-luciferase reporter, luminescence; host cell line lacks STAT1;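 active = inhibition above the mean inhibition across all screened compounds plus 3 SD, cut at about 44% in these data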;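 also: 0% = DMSO only wells and 100% = 100 µM nifuroxazide control wells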
ROMK mod = modulators of human ROMK potassium channel | P48048 | Tet-inducible ROMK, thallium flux fluorescence; actives lie on both sides | B-score at 10 µM | actives 2% (n = 130,000) | AID 1918;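 active = signal ratio slope over the read window, or its plate-corrected B-score, at least 3 SD from the plate mean, either direction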;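 also: B-score of the F/F0 ratio slope over 7 to 12 s after thallium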
STAT3 activator = STAT3 signaling activation | U3A cells, IL-6 STAT3-luciferase reporter, luminescence; 100% = signal with IL-6 EC80 alone | activation (% of control), % at 5.6 µM | actives 0.91% (n = 190,000) | AID 871;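 active = activation above the screen-wide mean of compound activation plus 3 SD, cut at about 130% in these data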;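 also: 0% = background luminescence of wells with medium and substrate only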
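Detection: reporter luminescence signal / Assay system: STAT1-lacking human U3A cells, STAT3 luciferase reporter / Incubation: compound pre-incubation 1 h before IL-6, then 6 h stimulation at 37 °C / Control set: IL-6-only high control / Read-out: % activation relative to IL-6 control / Probe or stimulus: Interleukin-6, 33 ng/mL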
TNAP act hi DEA = increases human TNAP activity under high phosphate acceptor concentration | activation factor at 20 µM | purified TNAP, CDP-star luminescence, 1 M DEA, 30 min; hits give high values; 0 = EDTA background, 1 = DMSO-only activity | 200,000 tested, under 10 active;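 active = activation factor at least 2 at 20 µM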
Target sequence (P05186 whole entry, looked up): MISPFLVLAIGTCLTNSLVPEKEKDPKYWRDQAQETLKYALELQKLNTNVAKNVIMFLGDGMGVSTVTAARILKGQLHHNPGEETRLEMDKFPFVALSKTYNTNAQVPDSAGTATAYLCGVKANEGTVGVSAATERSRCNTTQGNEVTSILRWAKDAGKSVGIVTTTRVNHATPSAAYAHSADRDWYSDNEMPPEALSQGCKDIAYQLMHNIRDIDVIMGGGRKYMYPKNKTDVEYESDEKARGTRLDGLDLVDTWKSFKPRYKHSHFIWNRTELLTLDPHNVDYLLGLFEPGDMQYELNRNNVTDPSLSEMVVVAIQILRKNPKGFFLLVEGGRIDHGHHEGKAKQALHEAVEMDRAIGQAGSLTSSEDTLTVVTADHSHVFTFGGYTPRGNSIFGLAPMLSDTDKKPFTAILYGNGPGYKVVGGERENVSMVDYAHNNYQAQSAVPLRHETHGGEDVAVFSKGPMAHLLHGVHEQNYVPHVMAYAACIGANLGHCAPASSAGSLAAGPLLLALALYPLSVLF
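Assay system: human TNAP; Input: enzyme diluted 1/800 final; Reagent: CDP-star luminogenic substrate at 100 µM final; Timing: 30 min, room temperature; Signal: luminescence; Evaluation: TNAP activation factor scaled between EDTA and DMSO control wells.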
PPARg SRC2 recr = promotes SRC-2 coactivator recruitment by human PPARgamma | activation, % at 8 µM | PPARgamma LBD-SRC-2 recruitment, biochemical | AID 1032 | actives 0.34% (n = 200,000); in the data active = activation above about 22%;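 also: 0% = vehicle and 100% = reference agonist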
bIAP activator = intestinal alkaline phosphatase (bovine) activation | purified bovine IAP, CDP-star luminescence, 30 min; hits give high values; fold of DMSO-control signal, blank-subtracted | AID 1016 | activation factor at 20 µM | actives 0.17% (n = 200,000);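 active = activation factor of 2 or more at 20 µM, a signal rise over negative controls twice the positive control's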
TR-FRET SRC-2 ct = counter-screen for PPARgamma SRC-2 recruitment agonists: TR-FRET artefact. hits give high values. TR-FRET ratio at 8 µM. actives 0.4% (n = 200,000); in the data active = TR-FRET ratio above about 2000; also: inactives centre near 1500
STAT1 inh = reduces IFN-gamma driven STAT1 reporter signal; inhibition, % at 5.5 µM; actives 0.35% (n = 200,000); AID 920; NIH 3T3 STAT1-luciferase reporter, luminescence;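 active = inhibition above a set limit, the mean inhibition across all tested compounds plus 3 SD, cut at about 34% in these data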;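 also: 0% = IFN-gamma with DMSO and 100% = IFN-gamma with 300 µM nifuroxazide; values of inactives mirror those of a sister screen read the other way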
bIAP inh = intestinal alkaline phosphatase (bovine) inhibition; purified bovine IAP, CDP-star luminescence, 30 min; inhibition, % at 20 µM; 190,000 tested, under 10 active; AID 1019;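 active = over 50% inhibition of intestinal alkaline phosphatase at 20 µM in the single-dose screen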
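Assay system: bovine IAP enzyme; medium: DEA buffer 100 mM, pH 9.8, with MgCl2 1.0 mM, ZnCl2 0.02 mM; doses: 20 µM single dose; incubation: enzyme reaction for 30 min at room temperature; detection: CDP-star luminescence signal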
Active calls of the source: *; x = no result given; & = joins results of further samples. Not a hit list. Share with any hit: about 3.7%.

SMILES	PPARg SRC-3 ag	PPARg SRC1 recr	STAT3 inh	ROMK mod	STAT3 activator	TNAP act hi DEA	PPARg SRC2 recr	bIAP activator	TR-FRET SRC-2 ct	STAT1 inh	bIAP inh
Cc1ccc(NC(=S)Nc2c(C)n(C)n(-c3ccccc3)c2=O)cc1	-1	3	2	x	98	1	6	1.2	1608	2	-17
CN(c1ccc(F)cc1)S(=O)(=O)c1ccc2[nH]cc(C(=O)O)c(=O)c2c1	0	11	10	x	97	1	10	1	1488	0	1
Cc1[nH]c(=O)[nH]c(=O)c1CSc1nnc([C@H](CC(C)C)NC(=O)OC(C)(C)C)o1	0	-1	-6	x	108	1.1	5	1.1	1503	4	-8
N#Cc1nc(COc2ccccc2F)oc1NCCCn1ccnc1	-6	-2	6	-2	101	1	-1	1	1630	-2	2
CCC(=O)N1CCc2cc(S(=O)(=O)N3CCc4ccccc4C3)ccc21	-12	-4	6	1	95	1	-1	0.9	1455	-6	14
CCCC(=O)n1nc(-c2ccc(C)cc2)nc1NCc1ccco1	4	-3	8	-0.61	97	1	-1	1.1	1636	-14	-9
COC(=O)c1cnc(SCc2ccc(C)cc2)n1C	1	5	6	-0.57	97	1	2	1	1449	-23	-2
CCc1nc(SCC(=O)c2cc(C)ccc2C)n[nH]1	4	0	34	-0.15	72	1	0	1.3	1732	11	-28
C=CCNCCOc1ccc(C)cc1[N+](=O)[O-]	0	7	2	x	101	1	3	1	1473	-4	-4
COc1ccccc1N1CCN(CC(O)COc2cccc3ccccc23)CC1 (centres undefined)	-1&0	5&-3	9	x	94	1&1	-5&3	1.2&1	1445&1337	5	-16&4

Record cards (already shown). Order of screens: PPARg SRC-3 ag, PPARg SRC1 recr, STAT3 inh, ROMK mod, STAT3 activator, TNAP act hi DEA, PPARg SRC2 recr, bIAP activator, TR-FRET SRC-2 ct, STAT1 inh, bIAP inh
N#Cc1nc(COc2ccccc2F)oc1NCCCn1ccnc1 as listed: -6, -2, 6, -2, 101, 1, -1, 1, 1630, -2, 2
COC(=O)c1cnc(SCc2ccc(C)cc2)n1C as listed: 1, 5, 6, -0.57, 97, 1, 2, 1, 1449, -23, -2
CN(c1ccc(F)cc1)S(=O)(=O)c1ccc2[nH]cc(C(=O)O)c(=O)c2c1 as listed: 0, 11, 10, x, 97, 1, 10, 1, 1488, 0, 1

New compounds follow.
SMILES	PPARg SRC-3 ag	PPARg SRC1 recr	STAT3 inh	ROMK mod	STAT3 activator	TNAP act hi DEA	PPARg SRC2 recr	bIAP activator	TR-FRET SRC-2 ct	STAT1 inh	bIAP inh
CCn1cc([N+](=O)[O-])c(C(=O)N2N=C(c3ccc(Cl)c(Cl)c3)CC2c2ccccc2O)n1 (centres undefined)	6	7	-24	0.35	122	1	-1	1.2	1639	-5	-25
CCN(CC(O)CON=C1c2ccccc2-c2ccccc21)S(=O)(=O)c1ccc(Cl)cc1 (centres undefined)	-1	-2	-3	x	105	1	3	0.7	1609	-3	33
Cc1cc2sc3ccccc3c(=O)c2c(C)c1O	-1	13	2	0.47	101	0.9	-4	0.9	1797	-8	6
O=C(CSc1nnc2scc(-c3ccccc3)n12)Nc1nsc(-c2ccccc2)n1	-7	7	32	-0.89	74	1	6	0.9	1664	15	12
CCN1C(=O)CC(n2c(C)nc3ccccc32)C1=O (centres undefined)	-12	-1	-5	0.33	103	1	2	1	1462	1	3
CCc1cc2c(=O)n(CC(C)C)cnc2s1	8	4	-6	0.41	110	1.1	1	0.9	1445	-31	8
COc1ccc(C(C[N+](=O)[O-])c2c(-c3ccccc3)cc3ccccn23)cc1 (centres undefined)	6	3	8	-3.7*	94	1	-1	1	1375	-13	-5
O=C1CCC([N+](=O)[O-])C(c2cccc([N+](=O)[O-])c2)N1 (centres undefined)	3	1	16	-0.8	92	1	-4	0.9	1728	-3	8
Cc1ncc(CO)c(/C=N/NC(=S)Nc2cccc(Cl)c2)c1O	0	-1	14	-0.00065	92	1	5	1.3	1429	9	-33
Cc1ccccc1-c1nc(CS(=O)(=O)CC(=O)NCc2ccc3c(c2)OCO3)c(C)o1	2	4	3	x	102	1	10	0.9	1399	1	9
CCc1ccc(OCC(=O)N/N=C/c2cc([N+](=O)[O-])ccc2N2CCCCCC2)cc1	0	2	1	x	101	0.9	-1	1.1	1604	-2	-7
Cc1ccc(NC(=O)CSCC(=O)O)cc1	3	6	2	-0.0025	101	1	9	1	1565	3	-2
Cc1ccc2[nH]c3c(c2c1)CCNC3=O	-2	11	9	-1.2	96	1	-1	1	1515	-8	1
CC1(C)CC(NC(=S)NC2CC2)CC(C)(C)N1	3	4	1	-0.15	110	1	-9	0.9	1601	-1	9
O=C1CC(N(C(=O)c2ccco2)c2cccc(Cl)c2)C(=O)N1c1cccc(Cl)c1 (centres undefined)	0	-8	0	0.5	100	1.1	-2	1	1527	-2	3
CC(=O)Oc1ccc(NC(=O)Cc2ccccc2)cc1	-6	0	2	-0.99	100	1.1	4	0.8	1487	-1	18
CCCNNC(=O)C(O)(c1cccc(C)c1)c1cccc(C)c1	0	1	-11	-0.15	109	1.1	9	1.2	1527	5	-17
CCc1ccccc1OCc1nc2ccc(S(=O)(=O)N3CCOCC3)cc2[nH]1	2	4	15	0.37	88	1.1	8	1.1	1610	11	-7
CSCCC(NS(=O)(=O)c1ccc(Cl)cc1)C(=O)O (centres undefined)	-1	0	-6	0.81	108	1	-6	1	1481	6	0
COc1ccc2c(CC(=O)Nc3ccc(OC)nc3)coc2c1	7	3	16	-0.22	90	1.1	3	1	1778	3	2
CN(C)C(=O)Cn1c(SCC(=O)NCc2ccc3c(c2)OCO3)nc2ccccc21	8	2	4	x	99	1	1	1.2	1463	5	-19
O=C(CN1CCN(c2ccccn2)CC1)NC1CCCC1	4	-2	4	x	101	1.1	0	1	1513	-1	-1
CC1=NN(c2ccc(C)cc2C)C(=O)C1C(c1ccccc1)C1C(=O)N(c2ccc(C)cc2C)N=C1C (centres undefined)	7	8	2	1.2	105	1.1	4	1	1486	-6	4
COC(=O)c1ccc(C(=O)OC)c(NC(=S)N2CCN(c3ccccc3)CC2)c1	11	0	10	-0.61	96	1	-2	1	1462	9	2
CCCCN1C(=O)C(CC(=O)NCC)SC1=Nc1ccccc1 (centres undefined)	7	-4	-3	0.28	105	1	-4	0.9	1584	-2	12
COc1ccc(-c2noc(-c3cccnc3)n2)cc1OC	1	12	9	0.46	100	1.1	1	1	1741	-44	-2
COc1ccccc1N1CCN(C(c2ccc(F)cc2)c2nnnn2C(C)C)CC1 (centres undefined)	-6	-4	-1	x	107	1.1	-2	1	1364	1	-2
CCOc1ccc(S(=O)(=O)N2CCN(C(=O)c3sccc3C)CC2)cc1	2	7	5	-0.67	96	1	7	1	1583	11	3
Nc1n[nH]c(C(F)(F)F)c1-c1ccccc1	-3	-11	7	-0.34	105	1	-10	1.1	1487	4	-5
O=C(Nc1nsc(-c2ccccc2)n1)c1cccs1	15	5	45*	0.69	62	1	4	0.9	1598	-51	7

Four successive compounds out of the list so far, quoted:
SMILES	PPARg SRC-3 ag	PPARg SRC1 recr	STAT3 inh	ROMK mod	STAT3 activator	TNAP act hi DEA	PPARg SRC2 recr	bIAP activator	TR-FRET SRC-2 ct	STAT1 inh	bIAP inh
CCc1ccccc1OCc1nc2ccc(S(=O)(=O)N3CCOCC3)cc2[nH]1	2	4	15	0.37	88	1.1	8	1.1	1610	11	-7
CSCCC(NS(=O)(=O)c1ccc(Cl)cc1)C(=O)O (centres undefined)	-1	0	-6	0.81	108	1	-6	1	1481	6	0
COc1ccc2c(CC(=O)Nc3ccc(OC)nc3)coc2c1	7	3	16	-0.22	90	1.1	3	1	1778	3	2
CN(C)C(=O)Cn1c(SCC(=O)NCc2ccc3c(c2)OCO3)nc2ccccc21	8	2	4	x	99	1	1	1.2	1463	5	-19

In another format: four of the compounds above
Second line of a record: PPARg SRC-3 ag	PPARg SRC1 recr	STAT3 inh	ROMK mod	STAT3 activator	TNAP act hi DEA	PPARg SRC2 recr	bIAP activator	TR-FRET SRC-2 ct	STAT1 inh	bIAP inh
Cc1[nH]c(=O)[nH]c(=O)c1CSc1nnc([C@H](CC(C)C)NC(=O)OC(C)(C)C)o1
 : 0	-1	-6	x	108	1.1	5	1.1	1503	4	-8
N#Cc1nc(COc2ccccc2F)oc1NCCCn1ccnc1
 : -6	-2	6	-2	101	1	-1	1	1630	-2	2
CCC(=O)N1CCc2cc(S(=O)(=O)N3CCc4ccccc4C3)ccc21
 : -12	-4	6	1	95	1	-1	0.9	1455	-6	14
CCCC(=O)n1nc(-c2ccc(C)cc2)nc1NCc1ccco1
 : 4	-3	8	-0.61	97	1	-1	1.1	1636	-14	-9

More entries follow:
SMILES	PPARg SRC-3 ag	PPARg SRC1 recr	STAT3 inh	ROMK mod	STAT3 activator	TNAP act hi DEA	PPARg SRC2 recr	bIAP activator	TR-FRET SRC-2 ct	STAT1 inh	bIAP inh
CCNC(=O)NCc1c(C)c(C)n(Cc2ccccc2)c1-n1cccc1	8	11	4	0.015	99	1.1	12	1.1	1832	9	-11
Nc1n[nH]c(-c2ccc(F)cc2)n1	4	2	0	1.4	101	1	8	1	1641	-6	1
CCC(CCC(=O)Nc1ccc(S(N)(=O)=O)cc1)C(=O)O (centres undefined)	-8	4	-8	x	111	1	3	1	1570	-2	1
Cc1cccc(C(=O)Nc2nnc(-c3ccco3)o2)c1	-11	9	-7	x	102	1	4	0.9	1591	-5	6
O=C(Cn1c(NCCO)nc2ccccc21)N1CCN(Cc2ccccc2)CC1	5	5	12	0.083	96	1	-8	1	1501	6	-2
O=C(c1ccco1)N1CCN(C(=O)C2CC(c3ccc(F)cc3)=NO2)CC1 (centres undefined)	3	0	5	x	95	1	6	0.9	1566	-1	10
Cc1cccc(C)c1NC(=O)COC(=O)c1cccnc1	0	1	1	0.39	106	1	3	1.1	1533	-14	-10
COc1ccc(-c2cc(C(=O)N3CCCCC3)no2)cc1OC	4	9	-10	0.61	112	1.1	10	0.9	1310	-35	8
O=C(N/N=C/c1ccc([N+](=O)[O-])s1)c1ccncc1	-1	-3	-2	x	101	0.7	-7	0.7	1534	4	25
O=S(=O)(Nc1ncnc2sc3c(c12)CCC3)c1ccc2ccccc2c1	9	-5	4	-0.21	100	1	5	1.1	1591	8	-15
COc1cccc(CNCc2cccnc2)c1OCc1ccccc1	1	-10	-2	-0.33	106	1.1	-3	1	1320	-2	5
CC(C(=O)Nc1nncs1)N1C(=O)C2C3C=CC(C3)C2C1=O (centres undefined)	2	-3	7	3	100	1	-4	1	1463	0	-3
CC(C)NC(=O)COc1ncnc2sccc12	0	4	-3	x	107	1	1	1.1	1324	0	-13
CC(C)Oc1ccc(CC2CC(=O)NC2=O)cc1 (centres undefined)	0	2	4	x	100	1	5	0.9	1523	1	6
O=C(Nc1ccc2c(c1)OCO2)N1CCN(c2ccc(F)cc2)CC1	7	7	8	-1.3	98	1.1	-9	0.9	1630	-27	5
CCOC(=O)Cc1csc(NC(=O)c2ccc(S(=O)(=O)N(CCOC)CCOC)cc2)n1	4	4	1	0.68	105	1	6	1	1738	-2	3
